AID inh – blocks human AID cytidine deaminase activity | Potency, µM (series often up to 115 µM), for inactives: at the top dose activity change, negative = inhibition, most hits filed as inhibitors | Q9GZX7 | AID deamination FRET fluorescence, UDG-coupled, 4 h | actives 0.32% (n = 91,000); further: nearly all actives have a fitted effect of over 25% in size
Target sequence (Q9GZX7 whole entry, looked up): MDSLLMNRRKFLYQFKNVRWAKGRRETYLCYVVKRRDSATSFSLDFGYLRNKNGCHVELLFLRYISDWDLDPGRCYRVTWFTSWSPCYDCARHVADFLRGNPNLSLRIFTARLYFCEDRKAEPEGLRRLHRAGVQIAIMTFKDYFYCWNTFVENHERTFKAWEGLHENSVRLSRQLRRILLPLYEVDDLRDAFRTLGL
UDG counterscr – blocks uracil-DNA glycosylase in AID counter-screen | FRET deamination/UDG coupled assay, UDG read, 4 h | Potency, µM (titrated, usually from 115 µM), for the others: at the top dose activity change, negative = inhibition, usual class: inhibitors | actives 0.14% (n = 91,000) | AID 1347430; further: nearly all actives have a fitted effect of over 65% in size
* = called active by the depositor; ? = inconclusive; & = joins results of further samples; [ ] = remark or other dose. The call rests on the fitted dose curve; in most records, active means well fitted curve in the direction sought with a large enough effect; inconclusive means small, poorly fitted or top-dose-only effect, or another doubt; inactive means no such curve, though single readings can be large; an effect the other way counts as inactive or inconclusive. On the % scale 0 is the no-effect control and ±100 the full control effect; potency means the concentration at half of the fitted maximal effect. The list is partial (hit frequency here may not be typical).

The opening 5 compounds, ahead of the listing:
SMILES | AID inh | UDG counterscr
COc1cccc(-c2nc(CS(=O)(=O)CC(=O)NCCc3ccc(Cl)cc3)c(C)o2)c1 | -17% | -18%
Cn1c(=O)c2c(ncn2CC(=O)NC(C)(C)C)n(C)c1=O | 2% | -2%
Cn1c(=O)c2c(nc(NCc3ccccc3)n2Cc2ccccc2)n(C)c1=O | -27% | -9%
COc1cccc(C(=O)N(C)CCCNC(=O)c2nc3ccccc3c(=O)[nH]2)c1 | 4% | -5%
O=C(CCc1ccccc1Cl)NCc1cccc(C(F)(F)F)c1 | -9% | 0%

All compounds of this part, from the start:
SMILES | AID inh | UDG counterscr
COc1cccc(-c2nc(CS(=O)(=O)CC(=O)NCCc3ccc(Cl)cc3)c(C)o2)c1 | -17% | -18%
Cn1c(=O)c2c(ncn2CC(=O)NC(C)(C)C)n(C)c1=O | 2% | -2%
Cn1c(=O)c2c(nc(NCc3ccccc3)n2Cc2ccccc2)n(C)c1=O | -27% | -9%
COc1cccc(C(=O)N(C)CCCNC(=O)c2nc3ccccc3c(=O)[nH]2)c1 | 4% | -5%
O=C(CCc1ccccc1Cl)NCc1cccc(C(F)(F)F)c1 | -9% | 0%
Cc1cc2c(cc1Cl)N(C(=O)Nc1ccnc3ccccc13)CC2 | 4% | -3%
CC(=O)N(CCC1(Cc2ccccc2)CCCC1)C1CCOC(C)(C)C1 (centres undefined) | -9% | -4%
C#CC[N+]1(CC#Cc2ccccc2)CCCC1 | -1% | -9%
CCOC(=O)c1oc2cc(OC(=O)c3ccco3)ccc2c(=O)c1-c1ccc(OC)c(OC)c1 | -5% | 2%
CSc1ccc(CCNC(=O)C2CCN(c3nc4ccccc4nc3C(F)(F)F)CC2)cc1 | 5% | 7%
CCCCc1nc2sc3c(NCC(C)O)ncnc3c2c2c1CCC2 (centres undefined) | 17% | 2%
O=C(Cc1c(Cl)cccc1Cl)OCc1ccc(Cl)cc1Cl | -9% | 4%
CCOC(=O)C(=Cc1ccc(C)cc1)C(=O)OCC | -3% | -8%
Cn1c(-n2ncc(N3CCN(c4cccc(C(F)(F)F)c4)CC3)c(Cl)c2=O)nc2ccccc21 | -4% | 1%
CC(=O)c1c(C)oc2c(Cl)cc(NS(=O)(=O)c3cc(C)c(C)cc3C)cc12 | 9%[57.5 µM] | 4%[57.5 µM]
O=C(CCCC(=O)NN=C1CCCC1)NN=C1CCCC1 | 15% | -5%
Cc1cc2oc(=O)cc(CN3CCOCC3)c2cc1C | 5% | -6%
O=C(Nc1ccc(Br)cc1)c1ccc(Br)c(S(=O)(=O)NCc2ccccc2)c1 | 23% | 12%
CCOc1ccc(NC(=O)NCCN2CCN(c3ccccc3F)CC2)cc1 | 1% | -9%
COCCN1C(=O)c2oc3ccc(C)cc3c(=O)c2C12C(=O)N(C)c1ccccc12 (centres undefined) | 12% | -3%
N#Cc1c(N)c(C(=O)c2ccc3c(c2)OCCO3)n2c1CCC2 | -1% | -6%
COc1cc(C#N)ccc1OC(=O)Cc1coc2ccc3ccccc3c12 | 3% | 4%
COc1cc(NC(=O)CSc2nc3ccccc3nc2Cc2ccc(Cl)cc2)cc(OC)c1 | 6% | 1%
CCOCCCNC(=O)/C=C/c1ccc(-c2ccc(F)cc2)s1 | -2% | 6%
Cc1ccc(NC(=O)CSc2nnc(OC(C)C)s2)c(Cl)c1 | 1% | 0%

Next records.
SMILES | AID inh | UDG counterscr
CCc1ccc(NC(=O)c2ccc(-c3ccccc3)s2)cc1 | -2% | -10%[57.5 µM]
CSc1cccc(NC(=O)c2cc3c(COC(C)=O)cnc(C)c3oc2=O)c1 | 8% | 0%
Cc1ccc(/C(=N/O)c2cccs2)cc1 | 5% | 10%
CC(C)CCNC(=O)c1ccc2c(c1)N(C)C(=O)c1ccccc1S2 | -3% | 4%
COc1ccc(NC(=O)CSc2nc3ccccc3n2Cc2cccc(OC)c2)cc1 | 1% | 12%
COc1ccc(NC(=O)c2ccc(C3Nc4ccccc4S(=O)(=O)N3)cc2)cc1OC (centres undefined) | -5% | -1%
CN(CC(=O)Nc1ccc(F)cc1)Cc1nc2ccccc2c(=O)[nH]1 | -2% | 3%
O=S(Cc1cccc(F)c1)Cc1cccc(C(F)(F)F)c1 (centres undefined) | -1% | 2%
CCOC(=O)c1c(S(=O)(=O)N2CCCC(C(=O)NCc3ccc(F)cc3)C2)c(C)n(CC)c1C (centres undefined) | 3% | -29%
CC(SC(C)c1ccc(Cl)cc1)C(N)=O (centres undefined) | 4% | -1%
CCC(=O)N1CCc2cc(Br)cc(S(=O)(=O)N3CCN(c4cccc(Cl)c4)CC3)c21 | 11% | 2%
Cc1cc(NC(=O)COc2ccccc2)cc(-c2nc3ccccc3o2)c1O | 16% | 9%
CCOC(=O)c1ccc(CSc2nnc3cc(C)c4ccccc4n23)cc1 | ? | -2%
N#CC1(NC(=O)COC(=O)c2cc(=O)[nH]c3ccccc23)CCCCC1 | 1% | 3%
Cc1c(CNC(C)CCc2ccccc2)c(C(=O)O)c(C)n1Cc1ccc(F)cc1 (centres undefined) | -7% | 1%
O=C(O)c1ccc(COc2ccc(Cl)cc2Cl)cc1 | -20% | 1%
CCOc1ccc(S(=O)(=O)NCCc2csc3nc(-c4ccc(OC)c(OC)c4)nn23)cc1 | 6% | 1%[57.5 µM]
CCc1ccc(CNC(=O)c2cccc(-n3cnc4cccnc43)c2C)cc1 | 5% | 3%
Cc1ccc(NC(=O)C2CCN(c3nc4ccccc4[nH]3)CC2)c(C)c1 | 8% | 18%
CC(C)(C)c1ccc(C(=S)NCCCN2CCCC2=O)cc1 | -7% | -8%
Cc1ccc(-c2c3c(nc4sc5c(c24)CCCC5)CC(C)(C)CC3=O)cc1 | -1% | 6%
Cc1ccc(C)c(-n2nnc(C(=O)Nc3ccc(Br)cc3)c2C)c1 | -20% | -10%
CCc1cc(=O)n(CC(=O)Nc2ccc(F)cc2)c(-c2ccccc2)n1 | -25% | -25%
CN(C)S(=O)(=O)c1ccc2c(c1)N(CC(=O)N1CCN(c3ccc(F)cc3)CC1)CCS2 | -3% | 2%
O=C(CC1C(=O)OCCN1Cc1ccccc1)Nc1ccc(F)cc1 (centres undefined) | -2%[57.5 µM] | -9%[57.5 µM]

Later entries
SMILES | AID inh | UDG counterscr
CCC(=O)Nc1ccc2nc(SCc3ccc(F)c4ccccc34)sc2c1 | -2% | 1%
COc1cccc(Cn2c(CNS(=O)(=O)c3ccc(Cl)s3)nc3cccnc32)c1 | 35%[activator] | 6%
O=C(COC(=O)c1ccccc1)c1ccc(-c2ccccc2)cc1 | 13% | -11%
Cc1ccc(-n2c(SCC(=O)Nc3cccc(F)c3)nc3c(oc4ccccc43)c2=O)cc1C | 5% | -3%
CC(=O)c1c(C)oc2ccc(NS(=O)(=O)c3ccc(C(C)C)cc3)cc12 | 7% | 15%
COCCn1cnnc1SCC(=O)c1cccc(OC)c1 | 1% | -3%
Nc1c(C(=O)NC2CCCC2)nnn1-c1ccccc1 | -13% | -2%
CCCC(=O)N1c2ccccc2-c2nnc(SC)nc2OC1c1sccc1C (centres undefined) | -11%[57.5 µM] | 2%[57.5 µM]
O=C(CC1C(=O)NCCN1C(=O)CN1CCN(c2ncccn2)CC1)Nc1ccc2c(c1)OCO2 (centres undefined) | 5% | -2%
Cc1ccc(C(NC(=O)c2ccccc2)c2cccnc2)cc1C (centres undefined) | 2% | 5%
COc1ccc(/C=C(/F)c2nc3ccccc3s2)cc1 | -10% | -4%
Cc1cccc(NC(=O)C(=O)NCC(c2ccc3c(c2)OCO3)N2CCOCC2)c1C (centres undefined) | 6% | -5%
CCOC(=O)c1cnc2c(Cl)cc(Cl)cc2c1Nc1ccccc1OC | -2% | 1%
S=C(NCC(c1ccccc1)c1ccccc1)Nc1ccc(Cl)cc1 | -7% | 0%
Clc1ccccc1-c1nc(N2CCCCC2)c2ccccc2n1 | -17% | -5%
COc1ccc(-n2ccn(Cc3ccccc3C)c(=O)c2=O)cc1 | 2% | 4%[57.5 µM]
Cc1ccc(CSc2cn(CCNC(=O)c3cccs3)c3ccccc23)cc1 | ? | -22%
CC(C)=NNC(=O)c1ccccc1 | -13% | -6%
Cc1ccc(C)c(N2CCN(C(=O)Cn3nc(C)c4sc5ccccc5c4c3=O)CC2)c1 | -5% | 0%
COc1ccccc1CNC(=O)c1cn(C)c2ccc(S(=O)(=O)N3CCC(C)CC3)cc2c1=O | 19%[57.5 µM] | 3%[57.5 µM]
C(=NCc1ccccc1)c1cn(-c2ccccc2)nc1-c1cccs1 | -18%&-18% | -8%&-6%
Cc1ccc(C(=O)Nc2ccc(S(=O)(=O)N3CCC(c4nc5ccccc5s4)CC3)cc2)cc1 | 8% | -4%[57.5 µM]
C=CCn1c(N)c(C(=O)NCc2ccccc2)c2nc3ccccc3nc21 | ? | ?
CNC(NC(=O)c1ccc(Cl)cc1)C(Cl)(Cl)Cl (centres undefined) | 2% | -5%
CC(C)Cn1c(SCc2noc(-c3ccccc3Cl)n2)nnc1N1CCOCC1 | -6% | 1%

Next section.
SMILES | AID inh | UDG counterscr
Cc1cccc(N2CCN(c3c(CN4CCCC4)c(=O)oc4ccccc34)CC2)c1C | 7% | -3%
Cc1ccc2occ(CC(=O)Nc3ccc(S(=O)(=O)N4CCCC(C)C4)cc3)c2c1 (centres undefined) | ? | -22%
Cn1c(=O)c2c(nc(CN3CCN(c4ccccc4F)CC3)n2Cc2ccccc2F)n(C)c1=O | 27% | 3%
Cc1ccc(C(=O)NCc2nc(-c3ccc(C)cc3)oc2C)cc1 | -13% | -11%
O=[N+]([O-])c1cc(S(=O)(=O)Nc2cccc(Cl)c2)ccc1N/N=C/c1cccc(F)c1 | -1% | -1%
Cc1cc(NC(=O)CN2CCN(c3nc(N4CCCC4)nc(N4CCCC4)n3)CC2)no1 | -6% | 2%
CCOc1ccc2nc(SCC(=O)N3CCN(S(=O)(=O)c4ccccc4)C3)[nH]c2c1 | 0% | 3%
CCCS(=O)(=O)c1ncc(Cl)c(C(=O)Nc2c(C(=O)c3ccccc3)oc3ccccc23)n1 | 4% | -24%
N#Cc1ccc(CCC(=O)c2cccs2)cc1 | -9% | -19%
N#Cc1ccccc1S(=O)(=O)N1CCCC(c2nc3c(nnn3Cc3cccc(Cl)c3)c(=O)[nH]2)C1 (centres undefined) | 3% | -5%
Cc1ccc(Cl)cc1NC(=O)N1CCCC1c1ccco1 (centres undefined) | 0% | 5%
CCOC(=O)COc1ccc2c(=O)c(Oc3ccccc3OC)coc2c1 | 8% | -6%
COCCCNC(=O)C1CCCN(c2nn3cc(-c4ccc(C)cc4)nc3s2)C1 (centres undefined) | -11% | -14%
O=C(NCCn1ccc2ccccc21)c1cccc([N+](=O)[O-])c1 | -6% | 2%
O=C(NCc1ccccn1)C1(c2ccccc2)CCC1 | 0% | 6%
COc1ccc(/C=C(\C#N)C(=O)NC2CC2)cc1 | -3% | 0%
COc1ccc(OC)c(NC(=O)Cn2cc(C(=O)c3cccs3)c3ccccc32)c1 | ? | -8%
Cn1c(=O)c(=O)n(C)c2cc(C(=O)NCc3ccccc3Cl)ccc21 | -25% | -14%
COc1ccc(N2CC(c3nc(-c4ccccn4)no3)CC2=O)cc1OC (centres undefined) | 0% | -10%
O=C(Nc1ccc(CC(=O)N2CCOCC2)cc1)c1ccc(Cl)cc1 | -2% | 5%
O=C(COc1ccc2ccc(=O)oc2c1)N1CCc2ccccc21 | -5% | 0%
COC(=O)c1ccccc1NC(=O)Cn1c(=O)n(CCCC(=O)NCc2ccccc2Cl)c(=O)c2ccccc21 | 22% | 9%
Clc1ccc(-c2nnn3c2nc(NC2CCCCC2)c2ccccc23)cc1 | 8% | -5%
CCCCCn1c(=O)[nH]c2cc(C(=O)NCc3ccc(OC)cc3)ccc2c1=O | 5% | -6%
COc1cccc(C(=O)NCC(C)C)c1 | -6% | -9%

Shown with each value named: two of the compounds above
O=C(O)c1ccc(COc2ccc(Cl)cc2Cl)cc1
  AID inh = -20%	UDG counterscr = 1%

CCOc1ccc(S(=O)(=O)NCCc2csc3nc(-c4ccc(OC)c(OC)c4)nn23)cc1
  AID inh = 6%	UDG counterscr = 1%[57.5 µM]

More records follow.
SMILES | AID inh | UDG counterscr
O=S(=O)(NCCSc1nnnn1-c1ccccc1)c1ccc(F)cc1 | 7% | 15%
O=S(=O)(NCCc1ccc(Cl)cc1)c1ccc(N2CCCCS2(=O)=O)cc1 | -1% | 6%
COc1ccc(C(=O)N2CCC(C(=O)N(C)Cc3ccc(C)cc3C)CC2)c2ccccc12 | ? | -16%
COc1ccc(-n2c(=O)c3c4c(sc3n(Cc3ccccc3)c2=O)CN(C(C)=O)CC4)cc1OC | 14% | 37%[activator]
Cc1ccc(C)c(/C=C/C(=O)c2ccc(O)cc2)c1 | -7% | -4%
COc1ccc(CNC(=O)CCCn2ccc3cc(S(=O)(=O)N4CCCC4)ccc32)cc1 | -14% | -10%
CC(=O)Nc1ccc(CNCc2csc(C)n2)cc1 | 18% | 2%
CN(C)CCCNC1CCCC1 | 10% | 3%
Cc1ccc(-n2nc3cc(C)c(NC(=O)c4ccc(Br)o4)cc3n2)cc1 | -3% | 2%
CC1=C(C(=O)Nc2cccnc2)C(c2ccccc2)n2nc(SCc3ccccc3F)nc2N1 (centres undefined) | ? | -15%
COC(=O)c1ccc(OC(=O)c2ccc(OC)cc2)cc1 | 3% | -1%
CCCC1CCC(C)CC1O (centres undefined) | 3% | 0%
Cc1cc(C)c(OC(=O)c2cnc(C)cn2)c(C)c1 | 12% | -4%

Reprinted at random: 3 records from the list, in no set order.
SMILES | AID inh | UDG counterscr
COc1ccc(C(=O)N2CCC(C(=O)N(C)Cc3ccc(C)cc3C)CC2)c2ccccc12 | ? | -16%
O=S(=O)(NCCc1ccc(Cl)cc1)c1ccc(N2CCCCS2(=O)=O)cc1 | -1% | 6%
Cc1ccc(C)c(/C=C/C(=O)c2ccc(O)cc2)c1 | -7% | -4%

Screening data deposited in PubChem by National Center for Advancing Translational Sciences (NCATS).
